Compound activity: PubChem, National Center for Advancing Translational Sciences (NCATS)
Pol kappa inh = inhibitors of human DNA polymerase kappa; Q9UBT6; purified Pol kappa, fluorescent DNA synthesis assay, 10 min; Potency, µM (top dose mostly 107 µM), inactives show at the highest dose activity, negative = inhibition, hits mostly inhibitors; hit rate 0.53% among 400,000; AID 588579; note: % is set by controls: 0 for no effect and ±100 for the full control effect
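Inhibition of 10 nM Pol kappa is measured by a fluorescent read-out at 0 and 10 min following addition of 50 nM substrate (final), with a 15-min room-temperature compound preincubation.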
APEX1 inh = inhibitors of human APE1 endonuclease | P27695 | recombinant APE1, TAMRA/BHQ-2 abasic DNA cleavage fluorescence | Potency, µM (highest dose often 65.8 µM), without a hit: at the highest dose activity change, negative = inhibition, actives largely listed as inhibitors | hit rate 0.35% among 350,000 | AID 2517;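 note: plate controls were vehicle for no effect and reference inhibitor for full effect; nearly all actives have a fitted effect of over 55% in size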
Target sequence (P27695 whole entry, looked up): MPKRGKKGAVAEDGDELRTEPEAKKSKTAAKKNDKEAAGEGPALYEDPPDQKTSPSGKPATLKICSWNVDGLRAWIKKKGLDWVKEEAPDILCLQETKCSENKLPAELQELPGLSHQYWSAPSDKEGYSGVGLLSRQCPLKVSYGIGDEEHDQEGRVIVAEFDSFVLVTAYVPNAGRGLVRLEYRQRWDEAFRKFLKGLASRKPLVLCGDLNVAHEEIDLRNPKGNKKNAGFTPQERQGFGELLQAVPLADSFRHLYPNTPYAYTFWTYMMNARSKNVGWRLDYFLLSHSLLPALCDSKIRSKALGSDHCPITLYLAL
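Measures dequenching upon AP-site incision of a 5'-TAMRA/3'-BHQ-2 THF-containing duplex, 50 nM; human APE1 0.75 nM after 15 min room-temperature exposure to compound; kinetic three-point read at one-minute spacing.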
POLH inh = inhibitors of human DNA polymerase eta. hit rate 1.2% among 390,000. Potency, µM (doses to about 114 µM), for the others: top-dose activity change, negative = inhibition, most hits filed as inhibitors. Q9Y253. recombinant Pol eta, fluorescent DNA replication assay; note: % is set by controls: 0 for no effect and ±100 for the full control effect
Target sequence (Q9Y253 whole entry, looked up): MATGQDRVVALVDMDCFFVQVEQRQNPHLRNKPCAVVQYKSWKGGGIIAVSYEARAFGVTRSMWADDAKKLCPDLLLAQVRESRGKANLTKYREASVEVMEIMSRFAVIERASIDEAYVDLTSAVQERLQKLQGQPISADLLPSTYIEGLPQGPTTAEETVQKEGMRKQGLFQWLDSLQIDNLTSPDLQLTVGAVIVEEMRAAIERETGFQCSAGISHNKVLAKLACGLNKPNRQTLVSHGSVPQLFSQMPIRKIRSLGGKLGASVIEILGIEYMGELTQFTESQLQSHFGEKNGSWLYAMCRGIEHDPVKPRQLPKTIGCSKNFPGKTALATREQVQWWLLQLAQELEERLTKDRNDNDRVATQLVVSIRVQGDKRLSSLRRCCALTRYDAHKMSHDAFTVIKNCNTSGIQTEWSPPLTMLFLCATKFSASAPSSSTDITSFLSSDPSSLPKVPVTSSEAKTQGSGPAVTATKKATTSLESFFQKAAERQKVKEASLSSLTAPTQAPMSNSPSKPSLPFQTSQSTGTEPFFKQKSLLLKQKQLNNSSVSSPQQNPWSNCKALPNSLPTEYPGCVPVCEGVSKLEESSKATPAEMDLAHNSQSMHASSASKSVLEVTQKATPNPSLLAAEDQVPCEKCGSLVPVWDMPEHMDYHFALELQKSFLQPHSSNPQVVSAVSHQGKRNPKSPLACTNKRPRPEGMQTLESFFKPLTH
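Pol eta (10 nM) was preincubated with compounds for 15 min at room temperature, after which fluorescent replication substrate (50 nM final) was added to start the reaction. Fluorescence was read kinetically at 0 and 10 min.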
Pol iota inh = blocks human DNA polymerase iota activity. Q9UNA4. Pol iota fluorescent replication assay, 10 min. Potency, µM (highest dose often 115 µM), for inactives: at the highest dose activity, negative = inhibition, usual class: inhibitors. hit rate 1% among 390,000. AID 588590
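Fluorescent replication assay read twice, at 0 min and 10 min after adding 50 nM (final) substrate. Enzyme (10 nM) and compounds were first incubated 15 min at room temperature; enzyme-free buffer wells were negative controls.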
Anesthetic bind = binds horse apoferritin like a general anesthetic; P02791; apoferritin/1-aminoanthracene competitive binding, fluorescence; Potency, µM (series often up to 77.5 µM), for the others: at the top dose activity change, negative = displacement, hits mostly inhibitors; hit rate 0.074% among 350,000; AID 485281; note: % is set by controls: 0 for no effect and ±100 for the full control effect; nearly all actives have a fitted effect of over 20% in size
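Horse-spleen apoferritin (10 uM) was mixed with 50% saturated 1-aminoanthracene in PBS, exposed to compounds for 10 min at room temperature, and read for fluorescence (ex 380 nm, em 535 nm). Competitive displacement was fitted with a four-parameter Hill equation.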
POLB inh = blocks human DNA polymerase beta activity | AID 485314 | Potency, µM (doses to about 114 µM), for inactives: top-dose activity change, negative = inhibition, most hits filed as inhibitors | P06746 | Pol beta primer extension/strand displacement, fluorescence kinetic | hit rate 1.3% among 340,000; note: % is set by controls: 0 for no effect and ±100 for the full control effect
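Values derive from four-parameter Hill fits of normalized kinetic data: reads at 0 and 10 min following addition of 50 nM substrate to 10 nM Pol beta preincubated 15 min with compound.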
BLM inh = blocks DNA unwinding by human BLM helicase; recombinant BLM DNA unwinding, fluorescence dequenching; Potency, µM (titrated, usually from 56.1 µM), without a hit: top-dose activity change, negative = inhibition, usual class: inhibitors; hit rate 0.2% among 350,000; AID 2528;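 note: plate controls were vehicle for no effect and no enzyme for full effect; nearly all actives have a fitted effect of over 35% in size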
BAZ2B block = blocks human BAZ2B | Q9UIF8 | AlphaScreen BAZ2B-H3K14Ac peptide displacement | Potency, µM (highest dose often 114 µM), without a hit: at the top dose activity change, negative = inhibition, usual class: inhibitors | hit rate 4.4% among 360,000 | AID 504333; note: % is set by controls: 0 for no effect and ±100 for the full control effect; nearly all actives have a fitted effect of over 60% in size
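BAZ2B 50 nM plus b-H3(5-23)K14Ac 50 nM, PBS pH 7.4/0.01% Tween-20, 30 min RT; compound added (max 110 uM), 30 min RT; streptavidin donor/Ni-chelate acceptor beads 10 ug/mL final, 20 min dark; AlphaScreen read.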
G9a inh = G9a (human) methyltransferase inhibition. Q96KQ7. G9a H3K9 monomethylation, AlphaScreen, 2 h. Potency, µM (highest dose often 102 µM), inactives show at the top dose activity, negative = inhibition, actives largely listed as inhibitors. hit rate 8.8% among 350,000. AID 504332; note: % is set by controls: 0 for no effect and ±100 for the full control effect; nearly all actives have a fitted effect of over 75% in size
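Enzyme 20 nM + cpd, 15 min RT; add b-H3K9 pep 500 nM / SAM 20 uM; 2 h RT; anti-H3K9me1 Ab 0.5 ug/mL + SA donor / anti-rabbit acceptor beads 20 ug/mL each, 10 min; AlphaScreen read.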
Numbers without * were called inactive; ? = inconclusive; nt = not tested or not shown; [ ] = dose if it differs, or a comment. Calls come from the whole dose curve; as a rule, active = well fitted curve in the direction sought with a large enough effect; inconclusive = small, poorly fitted or top-dose-only effect, or another doubt; inactive = no such curve, though single readings can be large; an effect the other way counts as inactive or inconclusive. Potency is the fitted concentration of half-maximal effect. A portion of the library (hit frequency here may not be typical).

SMILES	Pol kappa inh	APEX1 inh	POLH inh	Pol iota inh	Anesthetic bind	POLB inh	BLM inh	BAZ2B block	G9a inh
Cn1nnnc1SCC(=O)Nc1cccc(S(=O)(=O)N2CCCCC2)c1	-24%	0%	-21%	25%	nt	nt	nt	nt	nt
O=C1CC(c2ccccc2Cl)=NN(c2ncnc3ccccc23)C1=O	0%	-2%	-15%	139%[activator]	-15%	1%	-2%	?	-7%
COc1cc(OC)cc(C(=O)N[C@H](C(=O)OCC(=O)Nc2cccnc2Cl)C(C)C)c1	-21%	3%	-3%	-12%	nt	nt	nt	10%	-5%[59 µM]
Cc1ccc(NC(=O)c2ccn(C(=O)Nc3ccccc3)n2)c(C)c1	0%	27%	-13%	12%	-4%	4%	0%	-5%	57%[activator][59 µM]
O=C(Cn1ncc2c3ccccc3n(Cc3ccccc3F)c2c1=O)NCCN1CCOCC1	-5%	9%	-2%	-11%	-4%	42%	3%	-4%	11%[59 µM]
Cc1noc(C)c1C(=O)N1CCCC(Nc2ccc(C(C)C)cc2)C1 (stereo not drawn)	-5%	5%	4%	-5%	-7%	11%	-13%	?	18%[59 µM]
Cc1ccc(NC(=O)C(=O)NCCN2CCN(C(=O)C(c3ccccc3)c3ccccc3)CC2)cc1	-12%	9%	-12%	-13%	-9%	25%	-3%	15%	-2%[59 µM]
O=C(Cc1cccc(NC(=O)C2CCN(C(=O)C3CCC3)CC2)c1)Nc1cccc(C(=O)N2CCCC2)c1	-1%	-12%	-9%	-7%	nt	nt	nt	10%	24%[2.33 µM]
CCC(Oc1ccccc1)C(=O)Nc1nc2ccccc2[nH]1 (stereo not drawn)	-13%	-5%	-4%	29%	-12%	-15%	-4%	-25%	1%[59 µM]
O=C(CSc1nc2ccccc2c(=O)[nH]1)Nc1ccc(C(=O)O)cc1	-21%	-7%	0%	59%	-2%	?	-2%	?	?
O=C(CNC(=O)c1ccccc1)c1ccccc1	2%	-2%	2%	21%	nt	nt	nt	-32%	19%[2.33 µM]
N#Cc1ccccc1OCC(=O)NNC(=O)CCC1CCCC1	-15%	17%	-14%	53%[activator]	nt	nt	nt	nt	nt
Cc1cccc(C(=O)N2CCN(c3ncnc4c3cnn4-c3ccccc3)CC2)c1	-6%	-3%	-6%	8%	-12%	6%	3%	-4%	-8%[59 µM]
CN1CCN(C(=O)/C(=C/c2cn(S(=O)(=O)N(C)C)c3ccccc23)NC(=O)c2ccccc2F)CC1	-1%	11%	-8%	-12%	-7%	-3%	1%	-13%	-1%
COc1ccc(C(=O)C2CCCN(C(=O)c3cccc(Cn4cccn4)c3)C2)cc1F (stereo not drawn)	9%	12%	-14%	7%	-19%	41%	-3%	-8%	33%
COc1cccc(OC)c1C(=O)NNC(=O)c1cccc(COc2ccc3c(c2)CCC3)c1	-2%	-4%	-15%	10%	?	11%	-12%	-26%	15%[59 µM]
CC(=O)c1ccc(OC(=O)c2ccc(Br)o2)cc1	-25%	2%	14%	-3%	-8%	0%	-5%	0%	2%[12.7 µM]
Cc1cccc(N2C(=O)c3cccc(Oc4ccc(Cl)cc4)c3C2=O)c1	-2%	-3%	-10%	5%	-14%	-1%	-12%	13%	45%[59 µM]
CC1CCCN(S(=O)(=O)c2ccccc2[N+](=O)[O-])C1 (stereo not drawn)	-2%	2%	-10%	-11%	?	-1%	-2%	-12%	-3%[59 µM]
CCN(CC(=O)Nc1ccc2c(c1)OCCO2)C(=O)CCOc1ccccc1	-4%	32%	-14%	-25%	nt	nt	nt	-16%	5%[12.7 µM]
CCOC(=O)COc1ccc(CC)cc1C(=O)c1ccn2nc(-c3ccc(F)cc3)cc2n1	5%	nt	-12%	21%	-9%	8%	-2%	-15%	10%[59 µM]
CCOc1ccc(-c2nc(Cn3c(=O)cc(C)c4c(C)nn(-c5ccccc5)c43)c(C)o2)cc1	0%	nt	-6%	16%	-8%	30%	-4%	-16%	6%[59 µM]
CC1=C(C)CC(C(=O)Nc2ccc(C(N)=O)cc2)C(C(=O)O)C1 (stereo not drawn)	-6%	-1%	-3%	-9%	4%	16%	-1%	-7%	-2%[59 µM]
NNC(=O)c1[nH]c2ccc(Br)cc2c1-c1ccccc1	-4%	-4%	-22%	-13%[58.9 µM]	6%	-14%	-14%	-4%	nt
Cc1ccc(NC(=O)C2CCCN2S(=O)(=O)c2ccc(F)cc2)c(C)c1 (stereo not drawn)	-16%	1%	-16%	46%[activator]	0%	18%	2%	6%	8%[12.7 µM]
Cc1ccc(C(=O)NCCC(=O)N2CCOCC2)cc1	1%	-8%	-7%	38%[activator]	-2%	-1%	3%	-3%	nt
COC(=O)c1ccc(NC(=O)c2c(C(=O)Nc3ccccc3)sc3nc(C)cc(=O)n23)cc1	-4%	1%	-15%	13%	-7%	3%	-12%	-14%	-51%
CCCCN(C(=O)NC(=O)Nc1ccccc1OCC)S(C)(=O)=O	-9%	-1%	1%	15%	?	-1%	-3%	-4%	14%
C=CCn1c(SCC(=O)Nc2cccnc2Cl)nnc1-c1ccc(C(C)(C)C)cc1	-12%	-1%	-27%	1%	?	-27%[57.1 µM]	-3%	5%	-17%
O=C1CC(c2ccco2)CC(O)=C1C=NCCN1CCN(C2CC(=O)N(c3ccccc3)C2=O)CC1 (stereo not drawn)	-18%	4%	-12%	15%	-5%	-3%	-1%	1%	?

Single records, from the list above. Order of values: Pol kappa inh, APEX1 inh, POLH inh, Pol iota inh, Anesthetic bind, POLB inh, BLM inh, BAZ2B block, G9a inh
`COC(=O)c1ccc(NC(=O)c2c(C(=O)Nc3ccccc3)sc3nc(C)cc(=O)n23)cc1` is listed with -4%, 1%, -15%, 13%, -7%, 3%, -12%, -14%, -51%
`NNC(=O)c1[nH]c2ccc(Br)cc2c1-c1ccccc1` is listed with -4%, -4%, -22%, -13%[58.9 µM], 6%, -14%, -14%, -4%, nt
`Cc1ccc(C(=O)NCCC(=O)N2CCOCC2)cc1` is listed with 1%, -8%, -7%, 38%[activator], -2%, -1%, 3%, -3%, nt

More structures.
SMILES	Pol kappa inh	APEX1 inh	POLH inh	Pol iota inh	Anesthetic bind	POLB inh	BLM inh	BAZ2B block	G9a inh
Cn1nc(-c2ccccc2F)c2cc(C(=O)Nc3cc(F)ccc3F)sc21	-7%	nt	-23%	12%	-5%	17%	-3%	-2%	7%[59 µM]
CN1CCN(S(=O)(=O)c2ccc(Br)s2)CC1	-3%	-1%	-1%	7%	-12%	12%	2%	6%	3%
O=C1CS(=O)(=O)N(Cc2ccccc2F)c2ccc(Br)cc21	1%	-5%	-1%	0%	nt	nt	nt	nt	nt
CC(Nc1nc(-c2ccc3c(c2)NC(=O)CO3)cs1)c1ccccc1 (stereo not drawn)	-17%	-4%	2%	10%	?	-11%	-6%	?	?
N#C/C(=N\Nc1ccc(F)cc1)C(=N)N1CCCCC1	-10%	2%	2%	-21%	?	?	-4%	?	?
CC(=O)[C@@]12O[C@@H]1C[C@H]1[C@@H]3CC[C@H]4C[C@@H](O)CC[C@]4(C)[C@H]3CC[C@@]12C	-11%[60.1 µM]	71%[activator]	-1%	-11%	-5%	4%	0%	11%	10%
CCOC(=O)c1c(C)c(C(=O)NCC2CCCO2)c(C)n1CC (stereo not drawn)	9%	16%	-3%	-9%	2%	3%	1%	2%	6%[59 µM]
O=C(c1ccccc1Cl)N1CCC(N2CCC(C(=O)N3CCCC3)CC2)CC1	-9%	3%	-15%	-17%	14%	6%	0%	-6%[57.1 µM]	6%
O=C(Nc1cccc2c1CCCC2)C1CCN(C(=O)NC2CCCCC2)CC1	4%	1%	-5%	6%	-8%	17%	-1%	3%	4%[59 µM]
COc1ccc(NC(=O)CSc2nnc(CNC(=O)c3ccco3)o2)c(OC)c1	1%	9%	2%	17%	-3%	?	-3%	-1%	3%[59 µM]
COc1ccc(C(c2nnnn2C2CCCCC2)N2CCN(c3ccccc3)CC2)cc1 (stereo not drawn)	nt	2%	nt	nt	-6%	9%	-11%	?	8%[12.7 µM]
Cc1cc(NC(=O)CSc2nc3c(c(=O)n2CCc2ccccc2)SC(C)C3)no1 (stereo not drawn)	2%	1%	-18%	32%[activator]	-7%	0%	-1%	1%	10%
CCOc1ccc2[nH]c3c(NCCC(C)C)ncnc3c2c1	-12%	-20%	-8%	5%	-3%	?	-10%	-19%	32%
O=C(NCc1ccco1)C1(c2ccc(Cl)cc2)CCCC1	-12%	0%	-11%	0%[58.9 µM]	-19%	13%	-12%	-34%	-2%
Cn1c(=O)c2c(nc(SCC(=O)O)n2Cc2cc3c(cc2Cl)OCO3)n(C)c1=O	-25%	0%	0%	5%	-9%	13%	-16%	?	?
CCn1c2c(c(=O)n3ncc(C(=O)Nc4ccc(F)cc4Cl)c13)CN(Cc1ccc(OC)cc1)CC2	-6%[60.1 µM]	nt	-12%	3%	-16%	32%	-4%	-18%	?
c1csc(-c2nc3ccccn3c2NC2CCCCC2)c1	-6%	-11%	10%	44%[activator]	103%[activator]	3%	-6%	?	?
Cc1ccc(N(CC(=O)NC2CCCCC2)C(=O)CCCC(=O)Nc2ccccn2)c(C)c1	5%	-15%	-21%	55%[activator]	-3%	-1%	0%	-10%	13%
CCc1ccccc1Cn1c(=O)oc2cccnc21	-10%	6%	-9%	-3%[58.9 µM]	2%	-9%	-5%	-3%	3%
COc1cc(NC(=O)c2ccc(S(=O)(=O)N(C)c3ccccc3)cc2)cc(OC)c1	4%	-11%	-5%	-9%	nt	nt	nt	nt	nt
COc1ccccc1/C=C1\CCC(C2CCCC2)C1=O (stereo not drawn)	-7%	-13%	-14%	-1%	-2%	32%	-4%	27%	68%[activator]
COc1cc(OC)cc(C(=O)Nc2nc3ccc(S(C)(=O)=O)cc3s2)c1	-4%	0%	-13%	6%	-4%	15%	-9%	-11%	-23%
CCCc1cc(=O)oc2c(CNc3ccc(OCC)cc3)c(O)ccc12	-11%	-5%	-17%	?	-1%	1%	-12%	?	40µM*
CCn1c(SCC(=O)NCCOC)nc2sc3c(c2c1=O)CCCC3	8%	1%	1%	14%	-12%	?	-3%	19%	3%[59 µM]
Cn1c(=O)c2c(nc(Br)n2C)n(C)c1=O	-2%	-3%	-3%	5%	-12%	-2%	-2%	4%	17%[59 µM]
